Screening results: PubChem, several laboratories
KCNK9 block = KCNK9 potassium channel inhibitors, primary screen, HEK293 cells, thallium flux. AID 488922, 2010. 310,000 compounds, 1.2% hits. B-score at 10 µM. FluxOR thallium flux fluorescence; hits give low values;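 active = ratio B-score over 3 SD below the library mean, with starting fluorescence within 5 SD of its mean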;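 also: negative B-score means less thallium flux so channel inhibition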
KCNK3 block = human KCNK3 channel inhibitors, primary screen, CHO cells, FluxOR thallium flux, B-score; Potassium channel subfamily K member 3 (Homo sapiens), O14649; FluxOR fluorescence; hits give low values; B-score at 10 µM; 340,000 compounds, 0.84% hits; AID 602410, 2012;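 active = B-score under library mean minus 4 SD, starting fluorescence ratio at most library mean plus 5 SD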;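 also: more negative B-score means stronger inhibition of thallium flux through KCNK3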
RGS4 inh = RGS4 inhibitors, primary screen, cell-based, HEK293 M3R inducible RGS4, calcium flux; Regulator of G-protein signaling 4 (Homo sapiens), P49798; B-score at 10 µM; AID 463165, 2010; Fluo-4 calcium flux; hits give high values; triggered by carbachol at its EC20; 310,000 compounds, 0.45% hits;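 active = B-score, a plate-corrected calcium signal, over three deviations above library mean, with baseline fluorescence within five deviations of library mean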;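 also: RGS4 expression induced by doxycycline in cells with stable M3 receptor; B-score is computed from the integrated fluorescence ratio over baseline after carbachol; higher B-score means a larger calcium signal and so more RGS4 inhibition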
HDAC3 inh = HDAC3 deacetylase inhibitors, primary screen, biochemical, fluorescence, cell-free homogeneous; Histone deacetylase 3 (Homo sapiens), O15379; recombinant HDAC3, fluorogenic peptide/trypsin coupled; inhibition, % at 8.3 µM; 320,000 compounds, 0.15% hits; in the data active = inhibition above about 26%, passing the limit was not always enough; inconclusive = no clear call, values can overlap the other calls
TMEM16A inh = TMEM16A chloride channel inhibitors, primary screen, cell-based, HTS; Anoctamin-1 (Mus musculus), Q8BHY3; 310,000 compounds, 1.2% hits; normalized B-score (activity score, 25-100; higher = stronger inhibition) at 10 µM; HEK293 TMEM16A/YFP iodide influx fluorescence, ionomycin; AID 588511, 2011;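 active = ratio plate-corrected score three or more library SD toward inhibition, starting fluorescence score within five deviations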;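 also: score derived from kinetic fluorescence span divided by baseline fluorescence per well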
Target sequence (Q8BHY3 whole entry, looked up): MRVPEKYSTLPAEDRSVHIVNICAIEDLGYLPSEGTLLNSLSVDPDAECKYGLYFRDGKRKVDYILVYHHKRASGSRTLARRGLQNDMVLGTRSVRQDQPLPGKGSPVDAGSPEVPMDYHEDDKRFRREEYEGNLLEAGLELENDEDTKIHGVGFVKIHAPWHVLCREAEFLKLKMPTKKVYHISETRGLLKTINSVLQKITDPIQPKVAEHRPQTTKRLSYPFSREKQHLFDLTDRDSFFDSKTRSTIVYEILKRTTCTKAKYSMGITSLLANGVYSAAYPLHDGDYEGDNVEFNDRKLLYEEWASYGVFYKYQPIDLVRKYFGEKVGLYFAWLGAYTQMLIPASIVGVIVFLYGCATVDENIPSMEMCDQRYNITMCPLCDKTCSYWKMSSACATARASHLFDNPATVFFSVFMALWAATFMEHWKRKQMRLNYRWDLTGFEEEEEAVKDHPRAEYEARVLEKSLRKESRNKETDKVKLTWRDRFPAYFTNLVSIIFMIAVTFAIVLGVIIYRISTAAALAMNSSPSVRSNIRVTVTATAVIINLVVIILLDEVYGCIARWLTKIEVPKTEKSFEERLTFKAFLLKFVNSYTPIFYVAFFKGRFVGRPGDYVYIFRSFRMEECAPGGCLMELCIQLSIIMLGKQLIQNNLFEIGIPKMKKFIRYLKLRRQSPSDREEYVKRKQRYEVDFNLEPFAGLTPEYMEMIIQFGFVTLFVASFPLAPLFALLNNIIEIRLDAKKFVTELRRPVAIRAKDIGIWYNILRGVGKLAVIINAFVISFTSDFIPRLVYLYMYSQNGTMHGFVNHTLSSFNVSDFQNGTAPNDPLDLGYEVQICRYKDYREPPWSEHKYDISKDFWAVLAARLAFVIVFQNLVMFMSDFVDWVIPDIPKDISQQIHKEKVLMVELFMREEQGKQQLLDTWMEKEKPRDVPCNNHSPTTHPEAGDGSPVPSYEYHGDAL
RGS4 act = RGS4 potentiators or activators, primary screen, cell-based, HEK293 M3R inducible RGS4, calcium flux. carbachol calcium flux Fluo4; hits give low values. B-score at 10 µM. 310,000 compounds, 0.92% hits;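 active = B-score of the integrated calcium signal more than 4 SD below the library mean, with starting fluorescence not abnormally high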;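 also: negative B-score means reduced calcium response which marks RGS4 activation or potentiation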
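Test system: HEK293 cells with stable M3R and inducible RGS4; also added: carbachol at ECmax as muscarinic agonist stimulus; schedule: dye loading 30 min 37 °C, buffer rest 30 min RT; technique: kinetic calcium fluorescence imaging with Fluo4-AM dye, 2 µM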
SKKanGAS inh = S. pyogenes SKKanGAS growth inhibitors in kanamycin, primary screen, streptokinase expression inhibitor project, SKKanGAS strain, BacTiter-Glo luminescence | 300,000 compounds, 1.3% hits | inhibition, % at 7.5 µM | 6 h;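 active = mean replicate score, as percent of positive control median, at least 50; inconclusive = mean below 50 but one replicate at or above 50; inactive = mean and every replicate below 50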;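 also: strain carries kanamycin resistance gene driven by streptokinase promoter and grows in 40 µg/ml kanamycin; loss of luminescence reflects streptokinase promoter inhibition or plain growth inhibition; 0% = median of DMSO wells and 100% = positive control at its reference dose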
KCNQ1 block = inhibitors of human KCNQ1 channel, primary screen, cell-based, thallium flux, high-throughput; Potassium voltage-gated channel subfamily KQT member 1 (Homo sapiens), P51787; CHO-K1 KCNQ1, FluxOR thallium flux fluorescence; hits give high values; B-score at 10 µM; 310,000 compounds, 1.3% hits; AID 2642, 2010;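 active = compounds whose thallium flux B-score, printed positive for inhibition, exceeds three library SD while starting fluorescence stays within three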;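 also: channel opened by potassium depolarization with thallium stimulus after 20 min compound exposure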
KCNQ1 pot = potentiators or activators of KCNQ1 channel, primary screen, cell-based, thallium flux, high-throughput. Potassium voltage-gated channel subfamily KQT member 1 (Homo sapiens), P51787. CHO-K1 KCNQ1, thallium flux FluxOR fluorescence; hits give high values. B-score at 10 µM. 310,000 compounds, 0.35% hits. AID 2648, 2010;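 active = fluorescence ratio B-score, a plate-corrected score, at least three library SD, with initial intensity B-score within 5 SD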
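Assay system: CHO-K1 cells stably expressing KCNQ1; Medium: assay buffer with matched DMSO; Also added: K+/Tl+ depolarizing stimulus; Dosing: single dose; Timing: dye 90 min, compound 20 min, room temperature; Measured by: kinetic FluxOR thallium fluorescence, 10-s 1-Hz baseline, 110-s post-stimulus read; Read-out: peak-minus-minimum fluorescence over initial fluorescence, negative-control normalized, B-scored.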
hERG protect = hERG rescue from dofetilide block, primary screen, cell-based, CHO-hERG, FluxOR thallium flux, dofetilide IC70; Voltage-gated inwardly rectifying potassium channel KCNH2 (Homo sapiens), Q12809; dofetilide IC70 present; activation (rescue from dofetilide block), less the hit threshold, % at 10 µM; 310,000 compounds, 0.51% hits; AID 1511, 2009;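 active = activation above the mean of controls blocked by dofetilide plus 5 SD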;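 also: thallium influx through hERG after potassium depolarization seen as dye fluorescence rise; in these data hits start at about 4.7%; inactives centre near -7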
TMEM16A act = TMEM16A chloride channel activators or potentiators, primary screen, cell-based, HTS. Anoctamin-1 (Mus musculus), Q8BHY3. HEK293 TMEM16A/YFP-H148Q/I152L, iodide quench fluorescence; hits give low values. B-score at 10 µM. 340,000 compounds, 0.3% hits. AID 623877, 2012;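 active = fluorescence-ratio B-score plate-corrected deviation score at least 3 library SD below zero, with starting fluorescence score within 5 deviations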;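 also: channel opened by trigger with iodide after compound preincubation; score built on the fluorescence ratio of max minus min over baseline; more negative score means more quench and so TMEM16A activation or potentiation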
* hit, by the source's call; i = inactive; ? = inconclusive; nt = not tested or not shown.

The line under a structure holds: hERG protect	TMEM16A inh	SKKanGAS inh	HDAC3 inh	TMEM16A act	KCNK3 block	RGS4 inh	KCNK9 block	RGS4 act	KCNQ1 pot	KCNQ1 block
NS(=O)(=O)c1ccc(NC(=O)CN2C(=O)C3C4C=CC(C4)C3C2=O)cc1 (stereo not given)
 : -5	i	4	-2	i	i	i	i	i	i	i
CC1(c2nnc(-c3ccc(F)cc3)o2)CC(c2ccccc2)=NO1 (stereo not given)
 : -13	i	-4	-3	i	i	i	i	i	i	i
CC1(OC(=O)CCc2ccccc2)C(=O)C=C2C=C(c3ccc(C#N)cc3)N(C3CCCC3)C=C2C1=O (stereo not given)
 : -13	i	7	-3	i	i	i	i	i	i	i
Cc1cc(-c2n[nH]c(=S)n2/N=C/c2c[nH]c3ccccc23)n[nH]1
 : 0	i	2	nt	i	i	i	i	i	i	i
CCOc1cc(C=O)ccc1OCC(=O)NC(C)(C)C
 : -9	i	5	3	i	i	i	i	i	i	i
O=C1NC(=O)C(c2cccs2)(c2cccs2)N1
 : -9	i	10	0	i	i	i	i	i	i	i
COc1cc(/C=N/NC(=O)c2nc(-c3ccccc3)n(-c3ccccc3)n2)ccc1O
 : -7	i	2	13	i	i	i	i	i	i	i
c1ccc2oc(-c3ccc4nc[nH]c4c3)nc2c1
 : -7	i	-7	6	i	i	i	i	i	i	i
O=C(NOC(=O)c1ccccc1F)c1ccc(OC(F)F)cc1
 : -8	i	-15	3	i	i	i	i	i	i	i
CCOC(=O)C1=C(C)NC(=O)N(C(C)=O)C1c1ccc(Cl)cc1 (stereo not given)
 : -7	i	-14	1	i	i	i	i	i	i	i
O=C(CCN1C(=O)/C(=C\c2cccs2)SC1=S)Nc1ccc(C(=O)O)cc1
 : -13	i	16	4	i	i	i	i	i	i	i
Cc1cc(C)nc(SSc2nc(C)cc(C)n2)n1
 : 5.6*	i	10	8	i	i	i	i	i	i	i
CN1CCN(C(=O)C23CC4CC(CC(C4)C2)C3)CC1
 : -5	i	0	0	nt	nt	i	i	i	i	i
COc1cccc(OC)c1C(=O)OCC(=O)N(C)c1ccccc1
 : -2	i	6	-7	i	i	i	i	i	i	i
COc1ccc(C2=NN(C(=O)c3cccnc3)C(c3ccccc3)C2)cc1 (stereo not given)
 : -10	i	-3	4	i	i	i	i	i	i	i
O=C(O)c1ccc2c(=O)n3c(nc2c1)/C(=C/c1ccc(OC(F)F)cc1OC(F)F)CC3
 : -5	i	13	8	i	i	i	i	i	i	i
O=C(Cc1c(F)cccc1Cl)Nc1cccnc1
 : -5	i	2	2	i	i	i	i	i	i	i
Cc1cnc(C(=O)OCc2ccc(C#N)cc2)cn1
 : -4	i	7	4	i	i	i	i	i	i	i
COc1cccc(C(=O)C2CCCN(C/C=C/c3ccccc3OC)C2)c1 (stereo not given)
 : -33	i	-5	6	i	i	i	i	i	i	i
O=C(Nc1ccc(F)cc1F)c1c(C(F)(F)F)ccnc1Oc1cccc(C(F)(F)F)c1
 : -12	i	7	-5	i	i	i	i	i	i	i
C=Cn1cc[n+](CC(=O)c2ccc(OC)cc2)c1
 : -8	i	3	2	i	i	i	i	i	i	i
CC1CCN(S(=O)(=O)N2CCC(C(=O)O)CC2)CC1
 : -4	i	8	-8	i	i	i	i	i	i	i
Cc1csc(SCC(=O)Nc2cc(S(=O)(=O)N3CCCC3)ccc2Cl)n1
 : -3	i	4	3	i	i	i	i	i	i	i
CCOc1ccc(C(CC(=O)O)NC(=O)c2sc3ccccc3c2Cl)cc1 (stereo not given)
 : -8	i	-6	1	i	i	i	i	i	i	i
COc1ccc(NC(=S)N(CCC(C)C)C2CCN(C(C)C)CC2)cc1Cl
 : -5	i	-1	2	i	i	i	i	i	i	i
COc1ccc(-c2csc(Nc3ccc(S(=O)(=O)Nc4cc(OC)nc(OC)n4)cc3)n2)cc1
 : -13	i	?	7	i	i	5.7*	i	i	i	i
Cc1cc(N2CCOCC2)nc2ccc(NC(=O)CCC(=O)N3CCN(c4ccc(F)cc4)CC3)cc12
 : -8	i	9	-14	i	i	i	i	i	i	i
Cc1nn(C)c(C(=O)N/N=C/c2cccc(Oc3ccccc3)c2)c1Br
 : -10	i	0	4	i	i	i	i	i	i	i
COc1cc2c(cc1OC)CN(c1ccc(C(F)(F)F)cn1)CC2
 : -4	i	-2	15	i	i	i	i	i	i	i
CSc1nc(C)c2c(n1)N(c1ccc(O)cc1)CC2
 : -5	i	2	1	i	i	i	i	i	i	i

Another view of two compounds above.
Compound	hERG protect	TMEM16A inh	SKKanGAS inh	HDAC3 inh	TMEM16A act	KCNK3 block	RGS4 inh	KCNK9 block	RGS4 act	KCNQ1 pot	KCNQ1 block
Cc1csc(SCC(=O)Nc2cc(S(=O)(=O)N3CCCC3)ccc2Cl)n1	-3	i	4	3	i	i	i	i	i	i	i
CCOc1ccc(C(CC(=O)O)NC(=O)c2sc3ccccc3c2Cl)cc1 (stereo not given)	-8	i	-6	1	i	i	i	i	i	i	i

Among those listed so far, these contain an aryl thioether with sulfur outside any ring:
The line under a structure holds: hERG protect	TMEM16A inh	SKKanGAS inh	HDAC3 inh	TMEM16A act	KCNK3 block	RGS4 inh	KCNK9 block	RGS4 act	KCNQ1 pot	KCNQ1 block
Cc1csc(SCC(=O)Nc2cc(S(=O)(=O)N3CCCC3)ccc2Cl)n1
 : -3	i	4	3	i	i	i	i	i	i	i
CSc1nc(C)c2c(n1)N(c1ccc(O)cc1)CC2
 : -5	i	2	1	i	i	i	i	i	i	i

Next section
The line under a structure holds: hERG protect	TMEM16A inh	SKKanGAS inh	HDAC3 inh	TMEM16A act	KCNK3 block	RGS4 inh	KCNK9 block	RGS4 act	KCNQ1 pot	KCNQ1 block
CCNc1nc(SC(C)C(=O)OC)nc(N2CCOCC2)n1 (stereo not given)
 : -1	i	-1	-4	nt	i	i	i	i	i	i
COc1cc(NC(=O)COC(=O)[C@@H]2CCCN2S(=O)(=O)c2ccc(Cl)cc2)cc(OC)c1OC
 : nt	i	-1	4	i	i	nt	nt	nt	nt	nt
CCOc1ccc(NC(=O)c2ccccc2OCC(=O)c2ccccc2)cc1
 : -11	i	40	4	i	i	i	-14*	i	i	i
O=C(COC(=O)Cc1c(F)cccc1Cl)NCCC1=CCCCC1
 : -9	i	-18	8	i	i	i	i	i	i	i
COc1ccc(CC(C)N2CCN(c3ccccc3OC)CC2)cc1OC (stereo not given)
 : -9	i	-6	2	i	i	i	i	i	i	i
O=C(CCN1C(=O)S/C(=C\c2cccs2)C1=O)Nc1nccs1
 : -5	i	2	-5	i	i	i	i	i	i	i
O=C(COC(=O)c1nn(-c2ccccc2)c(=O)c2ccccc12)NC1CCS(=O)(=O)C1 (stereo not given)
 : -5	i	12	-4	i	i	i	i	i	i	i
CCN1CCN(C(c2cccs2)C(C)NC(=S)Nc2cc(C)ccc2C)CC1 (stereo not given)
 : -7	i	5	3	i	i	i	i	i	i	i
COc1ccc(CCC(=O)Nc2ccc(C)c(S(=O)(=O)N(C)C)c2)cc1OC
 : -6	i	0	-1	i	i	i	i	i	i	i
NC(=O)C1=C[C@@H](c2coc3ccccc3c2=O)C[C@@H](OCc2ccc(CO)cc2)O1
 : -7	i	2	-1	i	i	i	i	i	i	i
COc1ccc(OCC(=O)Nc2cc3oc4ccccc4c3cc2OC)cc1
 : -6	i	-2	-13	i	i	i	i	i	i	i
NS(=O)(=O)c1ccc(N2CCCCCC2)c([N+](=O)[O-])c1
 : -3	i	-6	7	i	i	i	i	i	i	i
CSc1nsc(/C=C/Nc2ccc(O)cc2C)c1C#N
 : -9	i	32	9	i	i	i	i	i	i	i
COc1ccc(N(CC(=O)Nc2cccc(C)c2)S(=O)(=O)c2c(C)n[nH]c2C)cc1
 : -9	i	3	0	i	i	i	i	i	i	i
O=C(c1ccco1)[C@@H]1[C@@H]2C(=O)N(c3ccccc3)C(=O)[C@@H]2C2c3ccccc3C=CN21 (stereo not given in full)
 : -10	i	3	1	i	i	i	i	i	i	i
COC(=O)c1ccc(CSc2nnc(Nc3ccc(C)cc3)s2)o1
 : -6	i	-3	3	i	i	i	i	i	i	i
O=C1C2ON(c3ccccc3)C(c3ccncc3)C2C(=O)N1c1ccc(N2CCOCC2)cc1 (stereo not given)
 : -10	i	4	-4	i	i	i	i	i	i	i
Cc1ccc(NC(=O)Nc2nnc(-c3ccncc3)s2)cc1C
 : -8	25*	24	-4	i	i	i	i	i	i	11*
Cc1cccc(NC(=O)CNC(=O)COC(=O)CCS(=O)(=O)c2ccccc2)c1C
 : -11	i	3	9	i	i	i	i	i	i	i
CCc1nnc(SC(C)C(=O)Nc2nccs2)n1C (stereo not given)
 : -7	i	-3	-5	i	i	i	i	i	i	i
CCCCN(CC)Cc1ccc(CNC(=O)Nc2ccccc2)o1
 : -5	i	0	-4	i	i	i	i	i	i	i
C(=C1/CCCC2=C1Nc1ncnn1C2c1ccccc1)/c1ccccc1 (stereo not given)
 : -18	i	-6	0	nt	nt	i	i	i	i	i

Rows were taken by chance; overall some 6.3% were active at least once.
